Screens deposited in PubChem by several laboratories.
Diaphorase inh – diaphorase inhibition or chemical oxidation counter-screen | diaphorase resazurin-to-resorufin fluorescence, NADH, 16 min; bacterial (C. kluyveri) enzyme, not human | inhibition, % at 20 µM | hit rate 0.69% among 190,000 | AID 1217;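 active = primary screen inhibition at 20 µM above a set limit, cut at about 50% in these data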;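 note: plate controls were DMSO with full reaction for no effect and wells lacking NADH for full effect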
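Assay system: diaphorase enzyme from Clostridium kluyveri. Quantity: enzyme working solution with 0.14 U/mL diaphorase. Schedule: reaction incubation of 16 min at room temperature. Technique: resorufin fluorescence, excitation 544 nm, emission 590 nm. Controls: No-NADH positive control and DMSO neutral control.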
FLuc inh counter – counter-screen for luciferase assay inhibitors: firefly luciferase inhibition | AID 1006 | P08659 | ATPLite firefly luciferase biochemical luminescence, 10 min | inhibition, % at 10 µM | hit rate 1.5% among 200,000;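 active = inhibition above about 50% when tested at 10 µM, limit read from the data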
Target sequence (P08659 whole entry, looked up): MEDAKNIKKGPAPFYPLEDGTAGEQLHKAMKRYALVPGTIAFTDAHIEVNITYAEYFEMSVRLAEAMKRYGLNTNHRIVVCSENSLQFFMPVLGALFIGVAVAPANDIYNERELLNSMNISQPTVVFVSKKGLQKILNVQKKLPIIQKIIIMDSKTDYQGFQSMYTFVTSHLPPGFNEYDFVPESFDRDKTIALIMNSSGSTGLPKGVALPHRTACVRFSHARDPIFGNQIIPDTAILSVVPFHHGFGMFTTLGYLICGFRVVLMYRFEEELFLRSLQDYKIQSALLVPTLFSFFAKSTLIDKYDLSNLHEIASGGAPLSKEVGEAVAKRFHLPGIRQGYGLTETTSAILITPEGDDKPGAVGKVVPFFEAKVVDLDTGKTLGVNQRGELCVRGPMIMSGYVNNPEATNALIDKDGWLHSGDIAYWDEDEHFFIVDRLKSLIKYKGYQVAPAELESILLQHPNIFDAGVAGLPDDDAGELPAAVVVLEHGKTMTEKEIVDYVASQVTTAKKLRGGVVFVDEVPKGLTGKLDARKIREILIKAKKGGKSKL
Diaphorase act – counter-screen for diaphorase-based assays: diaphorase activators and chemical reducers. Diaphorase/resazurin coupled assay, resorufin fluorescence, 16 min; active compounds read high; 1 = vehicle wells, 0 = NADH-free wells. hit rate 0.005% among 190,000. activation factor at 20 µM;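 active = diaphorase activity raised at least twofold by the compound at 20 µM; inactive = activation factor below 2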
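Measured by – red resorufin fluorescence at 544/590 nm excitation/emission · Test system – Clostridium kluyveri diaphorase, purified enzyme · Incubation – reaction time 16 min, room temperature · Buffer or medium – 50 mM HEPES pH 7.4 with 4.542 mM MgCl2, 0.005% Tween 20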
APP 5UTR inh – APP translation inhibition; SH-SY5Y APP 5'UTR-luciferase reporter, luminescence; AID 1285; inhibition, % at 2 µM; hit rate 0.82% among 190,000;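 active = inhibition above a set limit, derived from the sample mean plus 3 SD, cut at about 45% in these data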; note: values of inactives mirror those of a sister screen read the other way
APP 5'UTR act – APP 5'UTR luciferase reporter activation | SH-SY5Y APP 5'UTR luciferase reporter, luminescence; zero percent = DMSO vehicle wells | activation, % at 2 µM | hit rate 1% among 190,000 | AID 1276;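 active = activation above a set limit, based on mean plus 3 SD of controls, cut at about 140% in these data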; note: values of inactives mirror those of a sister screen read the other way
TLR4-MyD88 BLA – inhibitors of human TLR4-MyD88 binding; O00206+Q99836; HeLa CL3-4 TLR4/MyD88 BLA complementation, FRET ratio; AID 861; hit rate 0.18% among 200,000; inhibition, % at 8.4 µM; in the data active = inhibition above about 25%;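 note: 0% = vehicle and 100% = reference inhibitor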
G6PDH counter – counter-screen for G6PDH assay hits: L. mesenteroides G6PDH inhibition; Purified L. mesenteroides G6PDH, diaphorase/resazurin coupled fluorescence, 45 min; AID 1020; hit rate 0.12% among 200,000; inhibition, % at 5 µM; in the data active = inhibition above about 50%
NF-kB expr up – compounds increasing NF-kB expression in human neuronal cells; fold change at 12.5 µM; hit rate 1.6% among 190,000; NF-kB reporter expression; active compounds read high; in the data active = fold change above about 3.3
FLuc act counter – firefly luciferase counter-screen for stimulation assays. P08659. ATPlite luciferase biochemical, luminescence, 10 min; 0 = ATP-free wells, 1 = DMSO control. activation factor at 10 µM. 200,000 tested, under 10 active;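 active = luciferase activation factor, scaled between plate controls, of at least 2 with compound at 10 µM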
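Material: Luciferase/luciferin reagent mix | Doses: Test compounds dosed from 2 mM stocks in 100% DMSO | Timing: 10 min incubation after luciferase reagent addition, room temperature | Measured by: Luminescence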
STAT1 act – increases IFN-gamma driven STAT1 reporter signal. hit rate 2.6% among 200,000. NIH 3T3 STAT1-luciferase reporter, luminescence; 100% = IFN-gamma alone, no compound. activation (% of control), % at 5.5 µM;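 active = activation above the screen-wide mean activation plus 3 SD, cut at about 130% in these data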;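 note: raw ratio to IFN-gamma control signal so 100% means no change and 0% no light; values of inactives mirror those of a sister screen read the other way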
* = called active by the depositor.

SMILES	Diaphorase inh	FLuc inh counter	Diaphorase act	APP 5UTR inh	APP 5'UTR act	TLR4-MyD88 BLA	G6PDH counter	NF-kB expr up	FLuc act counter	STAT1 act
Cn1ccnc1SCc1cn2ccccc2n1	21	2	0.8	-175	242*	-4	4	1.7	1	144*
CC(C)(C)C(=O)Cn1ncc(NC2CC2)c(Br)c1=O	12	-2	0.9	-11	11	6	20	1.2	1	104
COc1cc(C)c(C(=O)Oc2cc(C)c(C(=O)O)c(O)c2C)c(OC)c1C	15	-9	0.8	8	-8	-7	10	1.1	1.1	100
CCOC(=O)C(C)/C(C)=N/NC(=O)c1cc2ccccc2cc1O (stereo not drawn)	20	3	0.8	-20	20	-3	-21	1.1	1	98
O=C(Nc1nnc(COc2ccc(Cl)cc2)s1)c1cccs1	11	-3	0.9	-6	6	-11	-31	1.2	1	96
CC1CC(N(C(=O)c2ccc(Cl)cc2)c2ccccc2)c2ccccc2N1C(=O)c1ccco1 (stereo not drawn)	18	-3	0.8	5	-5	3	-2	0.84	1	104
CCc1ccc(N2CC(C(=O)NC3=NCCS3)CC2=O)cc1 (stereo not drawn)	9	-7	0.9	-9	9	10	5	1.8	1.1	102
CCCCn1cnc2c1c(=O)[nH]c(=O)n2CCCC	-6	0	1.1	-19	19	-14	12	1.1	1	96
CCC(C(=O)NC(C)(C)C)N(C(=O)Cn1nnc(-c2ccccc2F)n1)c1cnc2ccccc2c1 (stereo not drawn)	8	-5	0.9	-14	14	0	4	0.94	1	103
CC12COC3(C(=O)Nc4cccnc4)CC1CCC32C (stereo not drawn)	15	-8	0.8	-11	11	0	7	1	1.1	105
Cc1nc(Cl)sc1C(=O)Nc1ccc(Cl)cc1	1	2	1	-19	19	-11	3	1.2	1	104
COc1ccc2c(Cl)c(C(=O)N/N=C/c3c(C)[nH]c4ccccc34)sc2c1	40	-2	0.6	-9	9	8	-43	0.74	1	104
COc1ccc(C(=O)COc2nc(C)cc(C)c2C#N)cc1	1	-5	1	-17	17	-9	4	1	1	98
CCN(CC)Cc1c(O)ccc2occ(C(=O)c3ccc(OC)cc3)c12	7	-3	0.9	-6	6	-7	0	1.2	1	102
O=C(Nc1nncs1)c1ccc(Br)c(S(=O)(=O)N2CCCC2)c1	17	12	0.8	-12	12	-14	-2	0.93	0.9	103
CCN(c1ccccc1)S(=O)(=O)c1ccc(OC)c(NC(=O)CN(C)C)c1	17	-6	0.8	0	0	3	9	1	1.1	89
Cc1ccc(N2C(=N)/C(=C3/Nc4ccccc4S3)C(c3ccccc3)C2=O)cc1 (stereo not drawn)	3	0	1	-85	85	6	-26	3	1	119
COc1cc(/C=N/N2C(=O)C3C4C=CC(CC4)C3C2=O)ccc1O (stereo not drawn)	2	14	1	-2	2	-14	0	1.1	0.9	127
COC(=O)c1cccc(NC(=S)Nc2cc(Cl)ccc2OC)c1	24	-8	0.8	-15	15	5	12	1.1	1.1	106
Cc1cccc(/C=C2/SC(=O)N(Cc3ccccc3Cl)C2=O)n1	4	-8	1	-15	15	2	2	1.4	1.1	102
COc1ccc(S(=O)(=O)N(CC(=O)Nc2ccc3c(c2)OCO3)c2ccccc2OC)cc1	17	-4	0.8	-23	23	8	4	0.39	1	92
CCCCNC(=O)CC(NS(=O)(=O)c1ccc(C)cc1)c1ccco1 (stereo not drawn)	6	-9	0.9	6	-5	2	4	1.3	1.1	100
Cc1ccc(NC(=O)C2=CCN(S(=O)(=O)c3ccc(F)cc3)CC2)c(C)c1	5	-6	0.9	0	0	7	7	1	1.1	99
Cc1ccc(NC(=O)Cn2c(=O)n(Cc3ccco3)c(=N)c3c4c(sc32)COC(C)(C)C4)cc1	19	-3	0.8	-8	8	2	-2	1.3	1	106
Cc1cc(SC(C)C(=O)Nc2c(C)n(C)n(-c3ccccc3)c2=O)nc2ccccc12 (stereo not drawn)	10	-9	0.9	0	0	-2	17	1.2	1.1	101
COc1ccc(N(CC(=O)Nc2ccc(S(=O)(=O)N3CCOCC3)cc2)S(=O)(=O)c2ccccc2)cc1	24	-7	0.8	-10	10	-4	8	0.43	1.1	108
O=C(Nc1nc2nc(-c3ccccc3)cc(-c3ccccc3)n2n1)c1ccco1	8	-7	0.9	10	-10	-1	-52	0.55	1.1	95
CC(=O)C(Sc1nc(N(C)C)nc(N(C)C)n1)C(=O)Nc1ccccc1 (stereo not drawn)	25	-3	0.7	-25	25	2	-4	0.98	1	96
O=C(Nc1cccnc1)c1ccc(F)cc1	0	-2	1	-3	3	5	1	1.1	1	99
CSc1ccc(N2C(=O)NC3(CCCCC3)C2=O)cc1	20	6	0.8	-3	3	9	4	1.5	0.9	122
COc1ccc(CN(C(=O)c2oc3ccccc3c2C)C2CCS(=O)(=O)C2)cc1 (stereo not drawn)	18	-7	0.8	15	-15	-1	-1	0.83	1.1	106
CCc1cc(=O)[nH]c(SCc2ccc(C)cc2)n1	3	-7	1	-23	23	-8	4	1.1	1.1	93
CC1(C)C(c2cccs2)=[N+]([O-])C2(CCCCC/C2=N\NC(N)=S)N1O (stereo not drawn)	-7	-4	1.1	2	-2	2	4	1.1	1	100
O=C(CSCc1ccc(Cl)cc1)N1CCCCC1	9	7	0.9	-38	38	-2	11	2.1	0.9	121
Cc1cc(C)n(-c2nc3c(c(=O)[nH]c(=O)n3C)n2CC(O)COc2ccc(Cl)cc2Cl)n1 (stereo not drawn)	3	-7	1	-3	3	-3	9	1.4	1.1	96
COc1cc(CNCCc2ccccc2F)ccc1OCC(=O)N1CCCCC1	8	-5	0.9	4	-4	6	5	1.1	1	103
O=C(Nc1ccc2c(c1)OCO2)N1CCN(C/C=C/c2ccccc2)CC1	14	-8	0.9	-10	10	-4	-17	1.2	1.1	104
COc1cc(OC)cc(-c2nc3ccccc3c(=O)n2OC(=O)c2ccc(C)c(C)c2)c1	16	-9	0.8	6	-6	-17	-18	1.1	1.1	96
COC(=O)c1ccc(-c2noc(CN3CCCCC3c3nccn3C)n2)cc1 (stereo not drawn)	3	-6	1	-16	16	-4	2	1.1	1.1	94
O=C(NNC1=NCCC1)c1cccc(S(=O)(=O)N2CCCCC2)c1	6	-5	0.9	16	-16	0	-3	0.9	1	100

One compound at a time (already shown).
COc1cc(/C=N/N2C(=O)C3C4C=CC(CC4)C3C2=O)ccc1O (stereo not drawn) is entered as Diaphorase inh: 2; FLuc inh counter: 14; Diaphorase act: 1; APP 5UTR inh: -2; APP 5'UTR act: 2; TLR4-MyD88 BLA: -14; G6PDH counter: 0; NF-kB expr up: 1.1; FLuc act counter: 0.9; STAT1 act: 127
O=C(Nc1nnc(COc2ccc(Cl)cc2)s1)c1cccs1 is entered as Diaphorase inh: 11; FLuc inh counter: -3; Diaphorase act: 0.9; APP 5UTR inh: -6; APP 5'UTR act: 6; TLR4-MyD88 BLA: -11; G6PDH counter: -31; NF-kB expr up: 1.2; FLuc act counter: 1; STAT1 act: 96

Remaining list, next part:
SMILES	Diaphorase inh	FLuc inh counter	Diaphorase act	APP 5UTR inh	APP 5'UTR act	TLR4-MyD88 BLA	G6PDH counter	NF-kB expr up	FLuc act counter	STAT1 act
CC(C)CN(C(=O)COC(=O)C1c2ccccc2Oc2ccccc21)C1CCS(=O)(=O)C1 (stereo not drawn)	15	-4	0.8	7	-7	-11	15	0.85	1	101
COc1cc(CNCc2ccccn2)ccc1OCC(N)=O	-8	-2	1.1	-1	1	0	9	0.99	1	101
COc1cccc(N(C(=O)c2nc3nccc(C)n3n2)c2nc3ccccc3s2)c1	13	2	0.9	-190	190*	-4	-26	6*	1	173*
O=C(OCCCN1C(=O)c2ccccc2C1=O)c1ccco1	8	-5	0.9	-1	1	-16	-21	1.2	1.1	97
Cc1cc(C(=O)COc2ncnc3sccc23)c(C)n1C1CC1	21	5	0.8	-3	3	-3	11	1.5	1	123
CC1=CC(C)(C)Nc2ccc(C)cc21	33	1	0.7	4	-4	2	18	1	1	98
COc1ccc(NC(=S)NNC(=O)CNc2ccc(Cl)cc2)cc1	-8	-6	1.1	4	-4	-3	1	1	1.1	113
Cc1ccc(S(=O)(=O)NC(C)(C)CSc2nnc(Nc3ccccc3)s2)cc1	15	-1	0.9	2	-2	3	4	0.92	1	98
O=C(NCCN1CCN(c2ccccc2)CC1)c1ccc2c(c1)[nH]c(=S)n1c3ccccc3nc21	8	-7	0.9	7	-7	-9	2	0.97	1.1	99
Cc1ccc(C)c(NC(=O)CNS(=O)(=O)c2ccccc2)c1	21	-6	0.8	7	-7	0	12	0.97	1.1	94
CC(C)(C)c1ccc(OCCCNC2CCCC2)cc1	-2	-7	1	0	0	7	0	0.84	1.1	108
CCOc1ccc(NC(=O)CNC(=O)c2ccc([N+](=O)[O-])cc2)cc1	9	-3	0.9	16	-16	4	5	1.1	1	104
Cc1cc(O)cc2c(=O)c3ccccc3sc12	15	4	0.9	-29	29	7	0	1	1	103
COc1ccc(-n2c3c(cc(C(=O)NNc4ccccc4C)c2=O)C(=O)CC(C)(C)C3)cc1	6	-4	0.9	-8	8	0	5	0.82	1	98
CCOc1cc(S(=O)(=O)N(CC)CC)c(OCC)cc1-n1cnnn1	7	-9	0.9	-1	1	-1	1	1.4	1.1	96
Clc1ccccc1Cn1nc(-c2ccccc2)nc1-c1ccccc1	18	-3	0.8	-24	24	-5	-8	1.1	1	98
CSC1=C(C#N)C(c2ccc(C)cc2)C2=C(CCCC2=O)N1 (stereo not drawn)	11	-8	0.9	0	0	-4	26	0.82	1.1	97
Cc1ccc(N=Nc2ccc(O)c(/C=N\NC(=O)c3ccc(N)cc3)c2)cc1C	-4	-3	1	-1	1	-1	0	1.4	1	98
O=C(COC(=O)c1n[nH]c2ccccc12)Nc1ccc([N+](=O)[O-])cc1	6	7	0.9	-27	27	10	5	0.91	0.9	95
CCCCCCCCNC(=O)/C(C#N)=C/c1ccc2c(c1)OCCO2	13	1	0.9	3	-3	-11	10	0.98	1	95
CCC(C)c1ccccc1OCCn1ccnc1 (stereo not drawn)	11	-2	0.9	-16	16	-16	5	1	1	85
CCOC(=O)c1cnc2c(OC)cccc2c1N1CCN(c2ccccn2)CC1	18	-9	0.8	5	-5	8	-4	1.1	1.1	69
Cc1c(NC2=NC3(CCCCC3)Cc3ccccc32)c(=O)n(C)n1-c1ccccc1	7	-1	0.9	5	-5	-11	4	0.98	1	94
COc1ccc(C(=O)/C=C(\C)NCc2ccc3c(c2)OCO3)cc1	10	-7	0.9	-7	7	1	8	1.2	1.1	101
Oc1nc(Nc2cccc(Cl)c2)sc1/C=C1\C=Nc2ccccc21	20	-10	0.8	20	-20	4	-35	0.88	1.1	104

Random excerpt: 4 records from the list, in no set order.
SMILES	Diaphorase inh	FLuc inh counter	Diaphorase act	APP 5UTR inh	APP 5'UTR act	TLR4-MyD88 BLA	G6PDH counter	NF-kB expr up	FLuc act counter	STAT1 act
Cc1c(NC2=NC3(CCCCC3)Cc3ccccc32)c(=O)n(C)n1-c1ccccc1	7	-1	0.9	5	-5	-11	4	0.98	1	94
CCC(C)c1ccccc1OCCn1ccnc1 (stereo not drawn)	11	-2	0.9	-16	16	-16	5	1	1	85
COc1ccc(C(=O)/C=C(\C)NCc2ccc3c(c2)OCO3)cc1	10	-7	0.9	-7	7	1	8	1.2	1.1	101
Oc1nc(Nc2cccc(Cl)c2)sc1/C=C1\C=Nc2ccccc21	20	-10	0.8	20	-20	4	-35	0.88	1.1	104

Rows are unselected; about 5.6% have a hit in one of these screens.
